# FLuc inh counter – firefly luciferase enzyme inhibitors, primary screen, artefact control for luciferase-based inhibitor screens, biochemical, luminescence, ATPLite. 10 min. Luciferin 4-monooxygenase (Photinus pyralis), P08659. inhibition, % at 10 µM. 1.5% of 200,000 active;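 active means inhibition above about 50% when tested at 10 µM, limit read from the data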
# Diaphorase inh – diaphorase inhibitors and chemical oxidizers, primary screen, counter-screen for diaphorase-coupled primary assays, biochemical, uHTS, resorufin fluorescence; diaphorase resazurin-to-resorufin fluorescence, NADH, 16 min; bacterial (C. kluyveri) enzyme, not human; inhibition, % at 20 µM; 0.69% of 190,000 active; AID 1217, 2008;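 active means primary screen inhibition at 20 µM above a set limit, cut at about 50% in these data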;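 further: plate controls were DMSO with full reaction for no effect and wells lacking NADH for full effect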
#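 System: Diaphorase enzyme from Clostridium kluyveri | Amount: Enzyme working solution with 0.14 U/mL diaphorase | Benchmarks: No-NADH positive control and DMSO neutral control | Signal: Fluorescence of resorufin formed from resazurin, Ex 544/Em 590 nm | Schedule: 16-min room-temperature incubation before reading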
# STAT1 act – STAT1 signaling activators, primary screen, cell-based, HTS, luciferase reporter. NIH 3T3 STAT1-luciferase reporter, IFN-gamma, luminescence; 100% = IFN-gamma alone, no compound. activation (% of control), % at 5.5 µM. 2.6% of 200,000 active;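 active means activation above the screen-wide mean activation plus 3 SD, cut at about 130% in these data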;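 further: raw ratio to IFN-gamma control signal so 100% means no change and 0% no light; values of inactives mirror those of a sister screen read the other way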
# APP 5'UTR act – activators of APP 5'UTR luciferase reporter, primary screen, SH-SY5Y cells; 1% of 190,000 active; SH-SY5Y APP 5'UTR luciferase reporter, luminescence; zero percent = DMSO vehicle wells; activation, % at 2 µM;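 active means activation above a set limit, based on mean plus 3 SD of controls, cut at about 140% in these data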; further: values of inactives mirror those of a sister screen read the other way
# Diaphorase act – compounds boosting diaphorase resazurin reduction – biochemical, uHTS, resorufin fluorescence, counter-screen for diaphorase-coupled primary assays, primary screen; Diaphorase/resazurin coupled assay, 16 min; active compounds read high; 1 = vehicle wells, 0 = NADH-free wells; 0.005% of 190,000 active; activation factor at 20 µM; AID 1229, 2008;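 active means diaphorase activity raised at least twofold by the compound at 20 µM; inactive means activation factor below 2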
#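 Material: Purified diaphorase enzyme from Clostridium kluyveri | Buffer or medium: 50 mM HEPES pH 7.4 with 4.542 mM MgCl2, 0.005% Tween 20 | Times: 16 min enzyme reaction, ambient temperature | Signal: Red resorufin fluorescence at 544/590 nm excitation/emission | Measure: Increased resorufin signal from activators or reducing compounds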
# APP 5UTR inh – inhibitors of APP translation via 5'UTR reporter, primary screen, APP 5'UTR luciferase, SH-SY5Y cells | SH-SY5Y APP 5'UTR-luciferase reporter, luminescence | inhibition, % at 2 µM | 0.82% of 190,000 active;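 active means inhibition above a set limit, derived from the sample mean plus 3 SD, cut at about 45% in these data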; further: values of inactives mirror those of a sister screen read the other way
# NF-kB expr up – activators of NF-kB expression in neurons, primary screen, cell-based, HTS | human neuronal cells, NF-kB reporter expression; active compounds read high | fold change at 12.5 µM | 1.6% of 190,000 active | AID 1239, 2008; in the data active means fold change above about 3.3
# FLuc stim CS – FLuc activators, initial screening, artefact control for FLuc-dependent activation tests, biochemical, ATPlite luminescence; AID 1027, 2008; ATPlite luciferase biochemical, 10 min; 0 = ATP-free wells, 1 = DMSO control; 200,000 tested, under 10 active; activation factor at 10 µM; Luciferin 4-monooxygenase (Photinus pyralis), P08659;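 active means luciferase activation factor, scaled between plate controls, of at least 2 with compound at 10 µM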
#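 Material: luciferase plus luciferin reagent, cell-free. Medium: PBS buffer for ATP. Also added: ATP substrate, dispensed from a 10.24 µM working solution in PBS. Doses: test compounds dosed from 2 mM stocks in 100% DMSO. Incubation: 10 min post-reagent at room temperature. Technique: light output (luminescence). Read-out basis: luminescence gain marking luciferase activators.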
# TLR4 MyD88 comp – inhibitors of TLR4-MyD88 association in cells, primary screen, cell-based, HeLa CL3-4, BLA complementation, FRET ratio; Toll-like receptor 4 (Homo sapiens) + Myeloid differentiation primary response protein …; HeLa CL3-4 TLR4/MyD88 BLA complementation; inhibition, % at 8.4 µM; 0.18% of 200,000 active; AID 861, 2007; in the data active means inhibition above about 25%;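 further: 0% = vehicle and 100% = reference inhibitor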
# Target sequence (O00206 whole entry, looked up): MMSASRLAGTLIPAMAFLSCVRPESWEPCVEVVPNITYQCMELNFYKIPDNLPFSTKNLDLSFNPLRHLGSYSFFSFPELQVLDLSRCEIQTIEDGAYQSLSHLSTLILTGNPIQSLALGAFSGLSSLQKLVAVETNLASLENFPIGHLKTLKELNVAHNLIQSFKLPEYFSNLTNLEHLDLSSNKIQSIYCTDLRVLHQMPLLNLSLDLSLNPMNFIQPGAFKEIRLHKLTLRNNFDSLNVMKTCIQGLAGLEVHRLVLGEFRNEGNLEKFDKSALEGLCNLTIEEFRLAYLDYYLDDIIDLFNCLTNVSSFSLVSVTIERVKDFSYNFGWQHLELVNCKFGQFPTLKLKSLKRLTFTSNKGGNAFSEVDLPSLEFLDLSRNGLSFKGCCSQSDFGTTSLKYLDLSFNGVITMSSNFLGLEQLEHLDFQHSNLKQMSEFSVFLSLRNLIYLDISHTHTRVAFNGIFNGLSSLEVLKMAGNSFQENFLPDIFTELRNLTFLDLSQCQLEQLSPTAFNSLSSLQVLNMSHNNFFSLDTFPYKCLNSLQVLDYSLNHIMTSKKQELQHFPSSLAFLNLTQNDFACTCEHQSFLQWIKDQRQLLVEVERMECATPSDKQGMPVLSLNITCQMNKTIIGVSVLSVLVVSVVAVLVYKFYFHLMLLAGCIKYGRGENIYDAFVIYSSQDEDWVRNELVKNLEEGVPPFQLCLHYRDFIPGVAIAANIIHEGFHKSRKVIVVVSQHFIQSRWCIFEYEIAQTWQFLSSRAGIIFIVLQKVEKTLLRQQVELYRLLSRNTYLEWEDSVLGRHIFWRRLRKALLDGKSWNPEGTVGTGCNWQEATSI
# Target sequence (Q99836 whole entry, looked up): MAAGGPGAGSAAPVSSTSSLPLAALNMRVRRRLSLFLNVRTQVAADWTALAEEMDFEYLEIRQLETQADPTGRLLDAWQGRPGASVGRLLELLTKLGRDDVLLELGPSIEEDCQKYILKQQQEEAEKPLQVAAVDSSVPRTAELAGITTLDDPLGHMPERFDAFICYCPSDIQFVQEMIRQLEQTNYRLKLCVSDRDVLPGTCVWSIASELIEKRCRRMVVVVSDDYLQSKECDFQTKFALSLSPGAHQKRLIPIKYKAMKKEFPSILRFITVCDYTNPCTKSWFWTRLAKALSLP
# G6PDH CS – L. mesenteroides G6PDH inhibitors, counter-screen for G6PDH-coupled screening assays, biochemical, Leuconostoc mesenteroides enzyme | glucose-6-phosphate dehydrogenase [Leuconostoc mesenteroides] | Purified L. mesenteroides G6PDH, diaphorase/resazurin coupled fluorescence, 45 min | inhibition, % at 5 µM | 0.12% of 200,000 active | AID 1020, 2008; in the data active means inhibition above about 50%
# * = called active by the depositor; / = not tested or not shown.
SMILES,FLuc inh counter,Diaphorase inh,STAT1 act,APP 5'UTR act,Diaphorase act,APP 5UTR inh,NF-kB expr up,FLuc stim CS,TLR4 MyD88 comp,G6PDH CS
CC(C)N(CC(=O)Nc1ccc(Cl)cc1C(F)(F)F)C(=O)CCl,-4,15,56,17,0.8,-17,1.2,1,2,6
O=C(Nc1ccc2oc(-c3ccccc3Cl)nc2c1)c1ncn[nH]1,45,-4,156*,60,1,-60,5.1*,0.6,-9,-47
CCOC(=O)C1=C(C)N(c2ccccc2)C(=O)/C1=C\c1cccs1,-8,9,97,5,0.9,-5,1.2,1.1,-14,-3
CCCCC(=O)N/N=C/c1ccc(Sc2cccc3cccnc23)o1,-2,12,92,1,0.9,-1,4.4*,1,-5,3
Cn1cc(S(=O)(=O)N2CCC(C(N)=O)CC2)c(=O)n(C)c1=O,-2,6,98,5,0.9,-5,0.98,1,-5,4
FC(F)(F)c1cccc(N/N=C/c2ccccc2)c1,0,23,121,47,0.8,-47,1.8,1,-5,-9
OCCN(Cc1ccccc1)Cc1ccc(Cl)cc1,-2,19,101,-6,0.8,6,1.5,1,9,5
CCN1CCN(c2cc(C)c3cc(NC(=O)c4cncc(Br)c4)ccc3n2)CC1,-2,-52,115,-11,1.5,11,0.54,1,7,7
COc1cc(/C=N/NC(=O)c2cccc([N+](=O)[O-])c2)ccc1OC(=O)c1ccco1,-4,9,103,27,0.9,-26,0.92,1,4,5
COC(=O)c1ccc(CN2CCN(Cc3ccccc3)C(CCO)C2)cc1 (stereo unspecified),-4,27,97,-2,0.7,2,1.2,1,0,11
Cc1cc([N+](=O)[O-])nn1Cc1c(F)c(F)c(F)c(F)c1F,-6,12,98,2,0.9,-2,1.2,1.1,6,1
CCCCC(=O)NC(c1ccco1)c1c(O)ccc2ccccc12 (stereo unspecified),1,40,97,-19,0.6,19,1.2,1,0,26
Cc1ccc(S(=O)(=O)C2(C(=O)Nc3ccc(F)cc3)CC2)cc1,-5,20,92,1,0.8,-1,1.1,1.1,0,-5
CCC(C(=O)Nc1cccc(C(F)(F)F)c1)c1ccccc1 (stereo unspecified),-5,17,94,7,0.8,-7,0.85,1,6,4
Cc1ccc2cc3cc(C(=O)NCCC(C)C)oc3nc2c1,-3,11,95,10,0.9,-10,1.1,1,1,-6
Cc1[nH]nc2c1C1(CCC3(CC1)OCCO3)C(C#N)=C(N)O2,-1,0,89,-8,1,8,1.1,1,-7,14
O=C(CSc1ncc(-c2ccccc2)n1CC1CCCO1)N1CCCCC1 (stereo unspecified),-3,-15,91,5,1.1,-5,1.2,1,12,6
O=C1c2ccccc2C(=O)C1c1ccccc1,2,2,108,26,1,-26,1.4,1,-1,11
CN(Cc1nc(Cc2cccc(F)c2)no1)CC1COCCO1 (stereo unspecified),0,/,93,-2,/,2,1,1,9,2
Nc1ccc(C(=O)NCC2(c3ccccc3)CCCC2)cc1,-5,-2,98,17,1,-17,1.3,1.1,4,4
O=C(c1ccc(F)cc1)C1CCN(C(=S)NCC2CCCO2)CC1 (stereo unspecified),-5,10,92,8,0.9,-8,1.1,1,-4,19
Cc1cc(C)n(C(=O)c2ccccc2[N+](=O)[O-])n1,-3,10,104,-1,0.9,1,0.88,1,-4,18
CCOc1cc(C(N)=O)cc(Cl)c1OCC,-6,13,94,-6,0.9,6,0.91,1.1,18,-2
Cc1ccc(-c2ccc(S(=O)(=O)N3CCCC3)cc2)cc1,-6,19,108,-1,0.8,1,0.99,1.1,-1,2
COc1cc(/C=N/NC(=O)CCN2CCN(Cc3ccccc3)CC2)cc(OC)c1OC,-1,4,93,-4,1,4,0.91,1,2,18

# No new results follow: 12 of the compounds above.
SMILES,FLuc inh counter,Diaphorase inh,STAT1 act,APP 5'UTR act,Diaphorase act,APP 5UTR inh,NF-kB expr up,FLuc stim CS,TLR4 MyD88 comp,G6PDH CS
FC(F)(F)c1cccc(N/N=C/c2ccccc2)c1,0,23,121,47,0.8,-47,1.8,1,-5,-9
OCCN(Cc1ccccc1)Cc1ccc(Cl)cc1,-2,19,101,-6,0.8,6,1.5,1,9,5
CCN1CCN(c2cc(C)c3cc(NC(=O)c4cncc(Br)c4)ccc3n2)CC1,-2,-52,115,-11,1.5,11,0.54,1,7,7
COc1cc(/C=N/NC(=O)c2cccc([N+](=O)[O-])c2)ccc1OC(=O)c1ccco1,-4,9,103,27,0.9,-26,0.92,1,4,5
COC(=O)c1ccc(CN2CCN(Cc3ccccc3)C(CCO)C2)cc1 (stereo unspecified),-4,27,97,-2,0.7,2,1.2,1,0,11
Cc1cc([N+](=O)[O-])nn1Cc1c(F)c(F)c(F)c(F)c1F,-6,12,98,2,0.9,-2,1.2,1.1,6,1
CCCCC(=O)NC(c1ccco1)c1c(O)ccc2ccccc12 (stereo unspecified),1,40,97,-19,0.6,19,1.2,1,0,26
Cc1ccc(S(=O)(=O)C2(C(=O)Nc3ccc(F)cc3)CC2)cc1,-5,20,92,1,0.8,-1,1.1,1.1,0,-5
CCC(C(=O)Nc1cccc(C(F)(F)F)c1)c1ccccc1 (stereo unspecified),-5,17,94,7,0.8,-7,0.85,1,6,4
Cc1ccc2cc3cc(C(=O)NCCC(C)C)oc3nc2c1,-3,11,95,10,0.9,-10,1.1,1,1,-6
Cc1[nH]nc2c1C1(CCC3(CC1)OCCO3)C(C#N)=C(N)O2,-1,0,89,-8,1,8,1.1,1,-7,14
O=C(CSc1ncc(-c2ccccc2)n1CC1CCCO1)N1CCCCC1 (stereo unspecified),-3,-15,91,5,1.1,-5,1.2,1,12,6

# (listing goes on)
SMILES,FLuc inh counter,Diaphorase inh,STAT1 act,APP 5'UTR act,Diaphorase act,APP 5UTR inh,NF-kB expr up,FLuc stim CS,TLR4 MyD88 comp,G6PDH CS
COc1ccc(NS(=O)(=O)c2cc(NC(=O)c3cnccn3)ccc2N2CCCC2)cc1,2,11,106,4,0.9,-4,0.9,1,-16,0
NC(=O)c1sc(=S)n(-c2ccc(Br)cc2)c1N,-8,28,100,0,0.7,0,1,1.1,10,4
COC(=O)c1ccc(CSc2nnc(-c3c[nH]c4ccccc34)n2C)o1,-2,4,109,/,1,/,1.1,1,-2,2
COc1ccccc1OCC(=O)OCC(=O)Nc1ncc(Cl)cc1Cl,-7,10,98,-2,0.9,2,1.3,1.1,0,6
CC1CC(C)(C)NC(=S)N1CCC(=O)N1CCN(Cc2ccccc2)CC1 (stereo unspecified),0,-7,100,15,1.1,-15,0.97,1,-2,-28
Cc1ccc(NC(=O)COc2ccc(-n3cnnn3)cc2)cc1C,-4,1,105,13,1,-13,0.81,1,3,0
COCCn1c(-c2ccc(Cl)cc2)cnc1SCC(=O)NCc1cccs1,-6,9,90,-10,0.9,10,0.99,1.1,-2,1
CCn1c(=S)[nH]c2nc3c(cc2c1=O)CCCC3,-5,4,104,-14,1,14,1.3,1.1,-4,5
Clc1cccc(Cl)c1Cn1nnc(-c2cccs2)n1,-6,4,125,27,1,-27,1.2,1.1,-4,-1
O=C(CSc1nc2ccccc2c(=O)[nH]1)c1ccc(O)c(O)c1,-6,36,97,-7,0.6,7,1.1,1.1,9,-11
O=C(CNC(=S)N(Cc1ccccc1)Cc1ccccc1F)NCc1ccccc1,-6,18,95,-1,0.8,1,0.91,1.1,-10,0
CCCCN(CCCC)c1nc2ccccc2nc1C(C#N)C(=O)NCCCOC (stereo unspecified),1,22,94,0,0.8,0,0.71,1,19,11
O=C(c1cc(-c2cccs2)on1)N1CCOCC1,22,15,121,75,0.8,-75,2.1,0.8,-17,2
CC1CN(C2CCN(S(=O)(=O)c3ccc(F)cc3)CC2)CC(C)O1 (stereo unspecified),-10,18,97,/,0.8,/,1.6,1.1,10,4
O=C(Nc1cccc(Cl)c1)Nc1cc(S(=O)(=O)N2CCOCC2)ccc1N1CCCC1,-3,13,87,-5,0.9,5,0.95,1,3,10
Cc1ccc(CSC2=Nc3ccccc3C3=NC(=O)CN23)cc1,-3,6,113,4,0.9,-4,1.5,1,-9,-2
O=C(Cc1sc(-c2ccccc2)nc1-c1ccccc1)Nc1ccccc1,-6,19,97,/,0.8,/,1,1.1,7,-4
CCOc1ccccc1N1CCN(Cc2ccc(Br)s2)CC1,-1,23,108,-8,0.8,8,1.1,1,6,2
Cc1ccc(NC(=O)COC(=O)CCc2ccc(S(=O)(=O)N3CCOCC3)cc2)cc1C,0,15,102,-9,0.9,9,1.1,1,2,7
O=C(NCc1n[nH]c(=S)n1-c1ccc(F)cc1)c1ccc(S(=O)(=O)N2CCOCC2)cc1,3,11,102,27,0.9,-27,1.1,1,5,11
COc1ccc(C2SCC(=O)N2CC23CC4CC(CC(C4)C2)C3)cc1 (stereo unspecified),-9,34,97,-7,0.7,7,1.2,1.1,-1,5
Cn1c(-c2ccc(F)cc2)cnc1SCC(=O)NCc1ccco1,-3,4,89,-4,1,4,0.76,1,0,13
Cc1oc2c(c1C(=O)N1CCC(C)CC1)C(=O)c1ccccc1C2=O,-9,18,105,-33,0.8,34,0.35,1.1,7,56*
Cc1ccc(Sc2cc(N3CCOCC3)nc(-c3ccccc3)n2)cc1,-6,21,99,13,0.8,-13,0.58,1.1,14,13
CC(C)n1c(Sc2nccn2C)nc2c1c(=O)n(C)c(=O)n2C,-3,6,77,-2,0.9,2,0.9,1,0,7
Cc1cccc(-n2c(C)cc(/C=N\NC(=O)c3ccco3)c2C)c1,35,9,145*,61,0.9,-61,1.9,0.6,1,2
CCc1cc([N+](=O)[O-])cc(CC)c1N,-8,15,100,-18,0.9,18,0.94,1.1,1,-2
Cc1nn(-c2ccccc2)c(C)c1C(=O)OCC(=O)NC(=O)NC1CCCC1,-3,14,91,15,0.9,-15,1.2,1,-9,-3
Cc1ccc(NC(=O)C2(NC(=O)c3cccc(N4C(=O)CSC4c4ccccc4)c3)CCCCC2)cc1 (stereo unspecified),-7,16,102,6,0.8,-6,0.62,1.1,9,0
